NTR1 agonist – NTR1-driven beta-arrestin-GFP spot formation – imaging, U2OS cells, high content, primary screen (AID 493036) | 0.17% of 330,000 active | P30989 | activation, % at 20 µM | agonist mode;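 active = activation at or above 40% of the spot to cytoplasm intensity ratio, with at least 20 cells analyzed; inconclusive = wells under 20 cells, flagged as cytotoxic or low count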;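 also: 0% = DMSO without peptide and 100% = 100 nM NTR1 peptide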
Target sequence (P30989 whole entry, looked up): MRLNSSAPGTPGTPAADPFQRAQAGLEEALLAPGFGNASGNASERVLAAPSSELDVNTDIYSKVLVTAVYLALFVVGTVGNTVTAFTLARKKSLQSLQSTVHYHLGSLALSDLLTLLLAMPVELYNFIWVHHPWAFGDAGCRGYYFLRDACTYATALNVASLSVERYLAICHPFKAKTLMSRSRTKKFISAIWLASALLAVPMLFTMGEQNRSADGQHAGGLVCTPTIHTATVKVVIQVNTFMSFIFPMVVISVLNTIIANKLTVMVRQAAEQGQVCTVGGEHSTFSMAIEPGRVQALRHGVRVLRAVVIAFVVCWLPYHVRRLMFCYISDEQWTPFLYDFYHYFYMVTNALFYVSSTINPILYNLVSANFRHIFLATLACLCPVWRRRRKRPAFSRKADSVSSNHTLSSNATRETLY
RSV antiviral HEp-2 – inhibition of RSV-induced cytopathic effect – HEp-2 cells, primary 10 µM value included (AID 2391). HEp-2 cells, RSV-induced CPE inhibition; higher % means a stronger effect. 0.13% of 310,000 active. CPE inhibition, % at 10 µM, or IC50 in µM where a hit was titrated; in the data active = a potency from the dose series; inconclusive = CPE inhibition mostly from about 23% at the one dose, without a potency; inactive = the rest, 99 in 100 with CPE inhibition below about 21%; also: strong numbers were not always called active
NS5 inhibitors – Dengue-2 NS5 methyltransferase inhibitors, primary screen, biochemical, confirmation dose response (AID 588689); Dengue-2 NS5 methyltransferase capping enzyme assay, biochemical; higher % means a stronger effect; one-dose inhibition, % at 25 µM; IC50 in µM for titrated hits; 0.3% of 340,000 active; in the data active = a potency from the dose series; inconclusive = inhibition above about 29% without an active follow-up result
Siah-1 displacement – blockers of Siah-1 interaction with plectin peptide – biochemical, fluorescence polarization, rhodamine-plectin, uHTS, primary screen (AID 1817); Siah-1 / rhodamine-plectin peptide fluorescence polarization; higher % means a stronger effect; displacement, % at 20 µM, or IC50 in µM where a hit was titrated; 0.02% of 290,000 active;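 active = displacement of at least 50% at 20 µM, with a fluorescence ratio check between 0.3 and a set limit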;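 also: plate controls were Siah plus tracer with DMSO for no effect and tracer alone without Siah for full effect; strong numbers were not always called active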
UTI89 phage lysis – protection from phage-mediated lysis, alamar blue read-out – E. coli UTI89, K1F phage, bacterial capsule biogenesis inhibitors (AID 488966). E. coli UTI89 K1F phage lysis, alamar blue, 2 h; higher % means a stronger effect. inhibition, % at 100 µM; hits with a dose series show IC50 in µM. 0.02% of 340,000 active;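 active = phage lysis inhibition, versus mean bacterial control, above a set limit; inconclusive = no clear call, values can overlap the other calls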;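 also: capsule biogenesis inhibitors block K1F phage lysis so surviving cells raise fluorescence; higher fluorescence means more inhibition of phage lysis; actives were called in the ten point dose series up to 300 µM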
AID2073 – disruptors of CaV2.2 binding to Mint1 – biochemical, HTRF (AID 2073) | 0.19% of 290,000 active | inhibition, % at 20 µM; hits with a dose series show IC50 in µM | HTRF protein-protein interaction, Mint1-CaV2.2; higher % means a stronger effect; in the data active = inhibition mostly above about 51%, no sharp cut-off; inconclusive = no clear call, values can overlap the other calls; inactive = mostly below about 53%; also: some results filed as inactive read as strong as hits
West Nile virus CPE – inhibition of WNV-induced cytopathic effect – cell-based, CPE readout (AID 1621) | West Nile virus-infected cells, CPE inhibition; higher % means a stronger effect | CPE inhibition, % at 10 µM, or IC50 in µM where a hit was titrated | 0.02% of 290,000 active; in the data active = a potency from the dose series; inconclusive = CPE inhibition mostly from about 3.7% at the one dose, without a potency; inactive = the rest, 99 in 100 with CPE inhibition below about 2.2%; also: strong numbers were not always called active
Large T inhibition – SV40 large T antigen inhibitors, biochemical (AID 1903); SV40 large T antigen ATPase/helicase inhibition assay; higher % means a stronger effect; inhibition, % at 20 µM, or IC50 in µM where a hit was titrated; 0.39% of 310,000 active; in the data active = a potency from the dose series; inconclusive = inhibition mostly from about 32% at the one dose, without a potency; inactive = the rest, 99 in 100 with inhibition below about 32%; also: strong numbers were not always called active
Rac1 GTP hydrolysis – MgcRacGAP GTPase-activating activity inhibitors, confirmation, biochemical, ADP Hunter fluorescence; MgcRacGAP-stimulated Rac1 GTP hydrolysis, ADP Hunter fluorescence; higher % means a stronger effect; GST-tagged Rac1 F28L mutant substrate; inhibition, % at 30 µM, or IC50 in µM where a hit was titrated; 0.6% of 340,000 active; AID 624330;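 active = first-screen hits whose inhibition reached a set limit at any dose in the follow-up dose series; inconclusive = inhibition above the set first-screen limit but never retested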;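 also: fluorescence reports GDP produced by GAP-driven GTP hydrolysis; strong numbers were not always called active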
NTR1 agonist cell count 20 µM – further read-out of NTR1 agonist, marked with its call; cell count; measured here: cell count, cytotoxicity flag
* hit, by the source's call; ? = inconclusive; · = not tested or not shown; [ ] = dose if it differs, or a comment.

#1 CC(C)(C)C(=O)Nc1ccc(-c2cn3cccnc3n2)cc1
#2 O=C(CSc1n[nH]c(-c2ccccc2)n1)Nc1ncccn1
#3 O=C(CSc1nc2nn(-c3ccccc3)c(=O)c-2c2n1CCCCC2)Nc1cccc(F)c1
#4 Cc1ccc(C)c(N2CCN(C(=O)c3ccc4c(=O)n5c(nc4c3)CCCCC5)CC2)c1
#5 CCOC(=O)c1nnn(CC(=O)NC(=O)Nc2ccc(F)cc2)c1C(=O)OCC
#6 Cc1cc(NC(=O)c2ccc(C)c(C)c2)no1
#7 CCCc1ccc(-c2c(C)sc(N)c2C#N)cc1
#8 COC(=O)NCCOc1nc(N(C)C)nc(N(C)C)n1

assay / entry	1	2	3	4	5	6	7	8
NTR1 agonist cell count 20 µM	42	101	60	70	57	51	57	94
AID2073	45.2%	14.9%	·	-4.0%	7.0%	3.5%	?	-10.4%
Siah-1 displacement	-2.3%	-0.8%	·	0.6%	7.1%	-0.2%	0.3%	-7.7%
NTR1 agonist	-0.5	-0.3	4.6	3.2	0.9	2.7	22.2	-2.6
NS5 inhibitors	-2.0%	0.9%	-1.5%	-2.9%	-2.6%	-10.3%	-4.8%	-3.2%
Rac1 GTP hydrolysis	5.1%	-1.2%	7.9%	1.8%	13.2%	5.3%	9.3%	9.5%
RSV antiviral HEp-2	3.1%	0.3%	·	7.8%	1.1%	3.1%	10.2%	0.4%
West Nile virus CPE	-0.5%	-0.1%	·	-1.4%	0.0%	0.8%	1.7%	0.5%
Large T inhibition	6.7%	4.7%	·	·	6.5%	15.7%	-2.2%	-3.9%
UTI89 phage lysis	-1.1%[50 µM]	0.2%	0.7%[50 µM]	4.1%	2.2%[50 µM]	0.4%	3.7%	2.5%

From entry 6 as far as 7, copied from above:
#6 Cc1cc(NC(=O)c2ccc(C)c(C)c2)no1
#7 CCCc1ccc(-c2c(C)sc(N)c2C#N)cc1

assay / entry	6	7
NTR1 agonist cell count 20 µM	51	57
AID2073	3.5%	?
Siah-1 displacement	-0.2%	0.3%
NTR1 agonist	2.7	22.2
NS5 inhibitors	-10.3%	-4.8%
Rac1 GTP hydrolysis	5.3%	9.3%
RSV antiviral HEp-2	3.1%	10.2%
West Nile virus CPE	0.8%	1.7%
Large T inhibition	15.7%	-2.2%
UTI89 phage lysis	0.4%	3.7%

Next part
#9 CCc1cc(C(=O)c2ccc(Br)cc2)c(NC(=O)CN(CC)CC)s1
#10 O=C(NCCCN1CCOCC1)c1ccc(Sc2cccc(Cl)c2)c([N+](=O)[O-])c1
#11 Cc1cc(/C=N/NC(=O)c2cccs2)c(C)n1-c1ccccc1
#12 OCCC1CN(Cc2cccn2-c2ncccn2)CCN1Cc1ccc(F)cc1 (stereo unspecified)
#13 CN(C(=O)COC(=O)c1ccc(=O)n(Cc2ccccc2)n1)C1CCCCC1
#14 C=CCNc1oc(-c2ccc(Cl)cc2)nc1C#N
#15 Cc1nsc(Nc2ccc([N+](=O)[O-])cc2)c1C#N
#16 COC(=O)c1[nH]c2cc(OC)ccc2c1NC(=O)CCN1CCSCC1

assay / entry	9	10	11	12	13	14	15	16
NTR1 agonist cell count 20 µM	76	68	81	60	63	67	58	71
AID2073	8.2%	-4.0%	8.8%	-0.1%	·	·	3.8%	8.6%
Siah-1 displacement	5.8%	1.7%	9.3%	13.9%	·	·	1.9%	-0.3%
NTR1 agonist	2.2	0.0	-1.2	-1.3	-0.9	3.9	1.3	-1.5
NS5 inhibitors	-10.1%	0.0%	-8.8%	-5.0%	4.8%	-5.9%	-3.6%	-0.8%
Rac1 GTP hydrolysis	9.8%	9.8%	8.2%	9.9%	6.8%	6.9%	2.2%	8.6%
RSV antiviral HEp-2	2.9%	0.3%	?	-0.2%	0.4%	·	4.9%	1.0%
West Nile virus CPE	-0.5%	0.2%	0.1%	-0.9%	·	·	-0.2%	-0.2%
Large T inhibition	11.2%	6.5%	22.1%	13.9%	·	·	1.0%	0.1%
UTI89 phage lysis	-0.1%	-0.2%[50 µM]	0.0%	0.2%	0.4%[50 µM]	0.1%	-0.8%	0.2%

#17 Cn1c(SCCCC(=O)c2ccc(F)cc2)nnc1-c1ccncc1
#18 Cc1ccc(SCC(=O)NC2CCCCCC2)cc1
#19 Cc1ccc(N(C(=O)c2snc(C(N)=O)c2N)C(C(=O)NCC2CCCO2)c2c[nH]c3ccccc23)cc1 (stereo unspecified)
#20 COc1ccccc1CNC(=O)C1CC(c2cccc([N+](=O)[O-])c2)=NO1 (stereo unspecified)
#21 CCO[C@H]1OC(C(=O)N2CCN(Cc3ccc4c(c3)OCO4)CC2)=C[C@@H](C)[C@@H]1CCCO
#22 Cc1ccc(-c2csc(N3CCC(C(N)=O)(N4CCCCC4)CC3)n2)cc1
#23 Cn1ncc(Cl)c1C(=O)NNC(=O)Nc1cccc2ccccc12
#24 O=C(Cc1ccc(Cl)cc1)N/N=C1\CCCc2ccccc21

assay / entry	17	18	19	20	21	22	23	24
NTR1 agonist cell count 20 µM	35	44	42	99	63	65	64	43
AID2073	-4.4%	1.8%	-8.3%	10.4%	7.8%	-12.5%	21.6%	-7.7%
Siah-1 displacement	-2.4%	3.5%	1.4%	1.1%	7.3%	3.2%	6.5%	0.8%
NTR1 agonist	-0.5	-0.7	0.2	-2.8	-0.1	4.3	-0.8	5.2
NS5 inhibitors	0.6%	-0.7%	-4.5%	-5.6%	1.6%	-1.4%	-2.9%	0.0%
Rac1 GTP hydrolysis	15.1%	2.8%	5.1%	-0.7%	7.0%	4.1%	6.6%	13.7%
RSV antiviral HEp-2	0.5%	0.1%	11.5%	1.4%	-0.4%	2.3%	1.8%	?
West Nile virus CPE	-0.3%	-0.6%	-1.1%	-0.1%	-0.1%	0.0%	0.1%	0.9%
Large T inhibition	5.0%	14.2%	7.8%	6.7%	0.1%	5.7%	16.4%	5.0%
UTI89 phage lysis	0.0%	0.1%	-0.4%	-0.6%	0.5%	7.4%	-0.1%	0.0%

#25 COc1ccc(CNC(=O)/C=C/c2ccc(S(=O)(=O)NCc3ccco3)cc2)cc1OC
#26 COc1cc2cc(C(=O)O)n(C)c2c(OC)c1OC
#27 COc1ccc2c(C)c(C(=O)N3CC[C@@H](N4CCC(O)CC4)[C@H](O)C3)oc2c1
#28 C/C(=N\NS(=O)(=O)c1cccc([N+](=O)[O-])c1)c1cc2ccccc2o1
#29 CC(C)(Oc1ccc(Cl)cc1)C(=O)NC1CCN(Cc2ccccc2)CC1
#30 CN(C)S(=O)(=O)c1cccc(C(=O)OCC(=O)c2ccc3c(c2)NC(=O)CO3)c1
#31 CCn1cc([N+](=O)[O-])c(C(=O)Nc2c(C)nn(Cc3c(F)c(F)c(F)c(F)c3F)c2C)n1
#32 Cc1ccc(N(C(=O)c2snc(C(N)=O)c2N)C(C(=O)NCC2CCCO2)c2ccc(C)o2)c(C)c1 (stereo unspecified)

assay / entry	25	26	27	28	29	30	31	32
NTR1 agonist cell count 20 µM	80	84	68	90	56	48	50	48
AID2073	10.3%	-1.1%	8.0%	4.4%	·	2.2%	0.2%	19.1%
Siah-1 displacement	8.4%	-2.3%	4.8%	-1.7%	·	-5.0%	3.0%	-3.6%
NTR1 agonist	-1.4	-1.2	-0.8	0.8	0.1	1.9	-0.4	1.8
NS5 inhibitors	1.0%	-7.4%	-2.6%	-4.5%	0.7%	1.4%	-7.4%	-4.5%
Rac1 GTP hydrolysis	8.5%	6.7%	12.9%	11.2%	3.3%	3.1%	5.8%	4.4%
RSV antiviral HEp-2	15.9%	-0.3%	0.0%	0.7%	-1.8%	0.8%	1.4%	2.4%
West Nile virus CPE	-1.5%	-0.1%	-0.6%	-0.2%	·	-0.5%	-0.4%	-0.8%
Large T inhibition	8.9%	8.8%	7.6%	-0.2%	12.0%	1.7%	25.1%	-0.2%
UTI89 phage lysis	2.4%[50 µM]	0.2%	1.5%[50 µM]	0.1%	1.2%[50 µM]	-0.2%	1.5%	0.2%

#33 CCOC(=O)c1cccc(NC(=O)CSc2nnc(-c3cccnc3)n2CC)c1
#34 CCc1ccc2c(CC(=O)NNC(=O)c3ccncc3)coc2c1
#35 O=C(N/N=C/c1cccc(O)c1)c1ccc(NC(=O)C2CCCCC2)cc1
#36 CCn1ncc(CNC(=O)c2cccc([N+](=O)[O-])c2)c1C
#37 CC(C)CN(C(=O)CSc1nc(N)cc(N)n1)C1CCS(=O)(=O)C1 (stereo unspecified)
#38 Cc1c(Br)c(=O)[nH]c(=O)n1COCc1ccccc1
#39 CCC1(C)Cc2c(sc3nc(SCC(=O)c4ccccc4)[nH]c(=O)c23)CO1 (stereo unspecified)
#40 Nc1ccc(C(=O)OCc2nc3ccccc3[nH]2)cc1
#41 O=C(CCC1CCCN(C(=O)c2cc(C3CC3)[nH]n2)C1)N1CCN(c2ccccn2)CC1 (stereo unspecified)
#42 CC1=C(C(=O)OCc2ccccc2)C(c2ccc(Cl)cc2Cl)NC(=O)N1CCCC(=O)O (stereo unspecified)

assay / entry	33	34	35	36	37	38	39	40	41	42
NTR1 agonist cell count 20 µM	88	67	76	60	48	66	50	29	45	69
AID2073	-4.3%	·	11.3%	-2.9%	·	-4.5%	-3.0%	0.0%	?	0.9%
Siah-1 displacement	0.4%	·	2.5%	-8.3%	·	-4.4%	2.0%	4.5%	-9.9%	-0.6%
NTR1 agonist	1.8	-0.4	2.1	3.6	-0.5	-0.7	8.1	-1.9	-0.2	1.8
NS5 inhibitors	5.7%	6.2%	2.2%	·	2.7%	0.8%	-4.7%	-3.8%	-1.5%	4.8%
Rac1 GTP hydrolysis	7.9%	4.4%	6.6%	·	-3.5%	1.7%	0.0%	10.3%	3.6%	1.8%
RSV antiviral HEp-2	0.6%	1.0%	1.1%	1.4%	·	1.6%	0.1%	1.2%	1.7%	2.3%
West Nile virus CPE	-0.1%	·	0.0%	-0.5%	·	0.1%	0.3%	-0.2%	-0.2%	-0.1%
Large T inhibition	4.2%	·	6.7%	-1.0%	·	-0.1%	9.7%	-2.0%	8.0%	18.8%
UTI89 phage lysis	0.2%	2.1%[50 µM]	0.1%	·	2.5%	-1.1%	0.0%	0.8%	-0.9%	-1.0%

Screening results: PubChem, several laboratories
